Eya2 phos inh = qHTS Assay for Inhibitors of the Phosphatase Activity of Eya2 | Protein phosphatase EYA2 (Homo sapiens), O00167 | recombinant Eya2, OMFP fluorescence dephosphorylation (OMFP is methylfluorescein phosphate) | Potency, µM (series often up to 76.9 µM), inactives show at the highest dose activity, negative = inhibition, most hits filed as inhibitors | 330,000 compounds, 0.006% hits | AID 488837, 2010; further: potency means the concentration at half of the fitted maximal effect
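Eya2 (0.2 uM) preincubated 10 min at ambient with compound, then OMFP substrate added at 50 uM; 10 min reaction in 50 mM HEPES pH 7.5, 50 mM NaCl, 5 uM MgCl2, 0.05% BSA, 1 mM DTT. Fluorescence read at Ex 485/Em 525 nm.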
PKM2 act = qHTS Assay for Activators of Human Muscle isoform 2 Pyruvate Kinase; AID 1631, 2009; 260,000 compounds, 0.34% hits; purified PKM2, Kinase-Glo ATP luminescence, activation; response scale: 0% is enzyme alone, no compound; Pyruvate kinase PKM (Homo sapiens), P14618; Potency, µM (titrated, usually from 57.5 µM), without a hit: at the top dose activation, actives largely listed as activators; further: potency means the concentration at half of the fitted maximal effect; nearly all actives have a fitted effect of over 55% in size
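ATP formation by purified human PK-M2, quantified via coupled luciferase luminescence after 1 h at room temperature with 0.1 mM ADP and 0.5 mM PEP final.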
Coupling enz = qHTS Assay for Inhibitors of Fructose-1,6-bisphosphate Aldolase from Giardia Lamblia: Coupling assay counterscreen. coupling enzyme system counterscreen, AmpLite Red fluorescence. activity change, negative = inhibition, % at 58.2 µM, hits read low. 290,000 compounds, 0.67% hits. AID 2472, 2010; in the data active means activity change below about -30%
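Activity here indicates interference with the coupling reaction, not aldolase inhibition. Compounds at 57.5 uM final met coupling enzymes for 10 min at RT; substrate and AmpLite Red detection followed, with a 525/598 nm fluorescence read after 20 min.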
GALK inhibitor = qHTS Assay for Inhibitors of Human Galactokinase (GALK) | 270,000 compounds, 0.007% hits | Potency, µM (doses to about 57.5 µM), inactives show at the top dose activity change, negative = inhibition, hits mostly inhibitors | Purified GALK, Kinase-Glo residual ATP luminescence | P51570; further: potency means the concentration at half of the fitted maximal effect
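Galactose (100 uM) and ATP (35 uM) were turned over by 5 nM GALK for 1 h at RT. Kinase-Glo Plus then converted the remaining ATP into a luminescent signal.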
KCNH2 3.1 inh = qHTS for Inhibitors of KCHN2 3.1: Mutant qHTS. 340,000 compounds, 0.95% hits. activity change, % (tested at about 1.8 µM). Potassium voltage-gated channel subfamily H member 2, brain isoform KCNH2 3.1 (human). U2OS KCNH2 3.1, thallium flux FluxOr; stronger effect = lower value;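 active means maximum activity change below -70%; inconclusive means maximum activity change from -70% to -50%; inactive means maximum activity change above -50%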;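 further: thallium influx rate constant from kinetic fluorescence after stimulation buffer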
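Measured as rate of thallium-driven FluxOr signal in transduced U2OS cells carrying the 3.1 channel, read kinetically for 2 min upon stimulation; values are rate constants scaled to DMSO control wells.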
USP2a block = qHTS Assay for Inhibitors of Ubiquitin-specific Protease USP2a Using CHOP2 as the Reporter; Ubiquitin carboxyl-terminal hydrolase 2 (Homo sapiens), O75604; USP2 core, Ub-CHOP2 coupled fluorogenic reporter, 485/531; Potency, µM (doses to about 38.3 µM), inactives show at the highest dose activity change, negative = inhibition, most hits filed as inhibitors; 330,000 compounds, 0.01% hits; AID 463254, 2010;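 further: potency means the concentration at half of the fitted maximal effect; plate controls were DMSO wells for no effect and full inhibition by NEM control for full effect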
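Deubiquitinase activity read as fluorescence (485/531 nm) after Ub-CHOP2 cleavage activates the enterokinase reporter on its substrate; USP2 core 10nM, Ub-CHOP2 and substrate 25nM each, 30min compound preincubation then 60min RT; data normalized to NEM, curves fitted.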
B2AR arrestin = qHTS assay of beta-arrestin-biased ligands of beta2-adrenergic receptor. beta-arrestin recruitment to beta2AR, cell-based reporter. 330,000 compounds, 0.02% hits. Beta-2 adrenergic receptor (Homo sapiens), P07550. AID 492947, 2010. Potency, µM (titrated, usually from 46.1 µM), for the others: top-dose activation, hits mostly activators;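 further: potency means the concentration at half of the fitted maximal effect; 0% = DMSO controls and full agonism = EC100 isoproterenol or metaproterenol; nearly all actives have a fitted effect of over 65% in size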
BCR signal inh = qHTS Assay to Find Inhibitors of Chronic Active B-Cell Receptor Signaling. ABC-DLBCL IkBa-CBG/CBR reporter, luminescence ratio, 4 h. Potency, µM (highest dose often 46.1 µM), for inactives: top-dose ratio change, negative = lower green/red ratio, hits mostly inhibitors. 340,000 compounds, 0.05% hits; active means well fitted inhibition curve with a large enough effect in the signal ratio, with a control signal flat, not every such curve was filed as active; inconclusive means small, poorly fitted or top-dose-only effect, or effect the other way, or a change in a side signal; the % refers to the signal ratio;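 further: potency means the concentration at half of the fitted maximal effect; plate controls were basal doxycycline-induced cells for no effect and cells given 10 µM MG132 for full effect; MG132 reads +100%, hits lower the ratio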
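Compounds up to 46 uM were incubated four hours with TMD8 cells whose green CBG68 luciferase is fused to IkappaBalpha; red CBR luminescence normalised the signal, and concentration-effect curves were fitted to fusion, red and ratio data.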
Giardia kill = Small Molecules that selectively kill Giardia lamblia: qHTS | Giardia lamblia trophozoite viability | activity change, % at 7.66 µM, hits read low | 340,000 compounds, 0.15% hits; in the data active means activity change below about -80%; inconclusive means between about -30% and that limit;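 further: parasites exposed to compound for two days anaerobically before the ATP read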
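Luminescent ATP signal served as the viability read-out, measured 15-30 min after adding ATP detection reagent to trophozoites that had been incubated with compounds for 48 hrs at 37 deg C anaerobically at 100 cells/well.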
uPA generation = qHTS for Inhibitors of Cell Surface uPA Generation | cell surface uPA generation assay, qHTS | Potency, µM (highest dose often 38.3 µM), for inactives: at the top dose activity change, negative = inhibition, hits mostly inhibitors | 330,000 compounds, 0.31% hits | AID 540303, 2011; active means well fitted inhibition curve with a large enough effect; inconclusive means small, poorly fitted or top-dose-only effect; inactive means no such curve, though single readings can be large or run the other way; tested in mouse RAW 264.7 cells; further: potency means the concentration at half of the fitted maximal effect; nearly all actives have a fitted effect of over 55% in size
hERG WT inh = qHTS for Inhibitors of KCHN2 3.1: Wildtype qHTS; U2OS, BacMam KCNH2, thallium flux FluxOr; stronger effect = lower value; activity change, % at 1.84 µM; 340,000 compounds, 0.37% hits;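 active means maximum activity change below -70%; inconclusive means maximum activity change between -70% and -50%; inactive means maximum activity change above -50%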
Target sequence (Q12809 whole entry, looked up): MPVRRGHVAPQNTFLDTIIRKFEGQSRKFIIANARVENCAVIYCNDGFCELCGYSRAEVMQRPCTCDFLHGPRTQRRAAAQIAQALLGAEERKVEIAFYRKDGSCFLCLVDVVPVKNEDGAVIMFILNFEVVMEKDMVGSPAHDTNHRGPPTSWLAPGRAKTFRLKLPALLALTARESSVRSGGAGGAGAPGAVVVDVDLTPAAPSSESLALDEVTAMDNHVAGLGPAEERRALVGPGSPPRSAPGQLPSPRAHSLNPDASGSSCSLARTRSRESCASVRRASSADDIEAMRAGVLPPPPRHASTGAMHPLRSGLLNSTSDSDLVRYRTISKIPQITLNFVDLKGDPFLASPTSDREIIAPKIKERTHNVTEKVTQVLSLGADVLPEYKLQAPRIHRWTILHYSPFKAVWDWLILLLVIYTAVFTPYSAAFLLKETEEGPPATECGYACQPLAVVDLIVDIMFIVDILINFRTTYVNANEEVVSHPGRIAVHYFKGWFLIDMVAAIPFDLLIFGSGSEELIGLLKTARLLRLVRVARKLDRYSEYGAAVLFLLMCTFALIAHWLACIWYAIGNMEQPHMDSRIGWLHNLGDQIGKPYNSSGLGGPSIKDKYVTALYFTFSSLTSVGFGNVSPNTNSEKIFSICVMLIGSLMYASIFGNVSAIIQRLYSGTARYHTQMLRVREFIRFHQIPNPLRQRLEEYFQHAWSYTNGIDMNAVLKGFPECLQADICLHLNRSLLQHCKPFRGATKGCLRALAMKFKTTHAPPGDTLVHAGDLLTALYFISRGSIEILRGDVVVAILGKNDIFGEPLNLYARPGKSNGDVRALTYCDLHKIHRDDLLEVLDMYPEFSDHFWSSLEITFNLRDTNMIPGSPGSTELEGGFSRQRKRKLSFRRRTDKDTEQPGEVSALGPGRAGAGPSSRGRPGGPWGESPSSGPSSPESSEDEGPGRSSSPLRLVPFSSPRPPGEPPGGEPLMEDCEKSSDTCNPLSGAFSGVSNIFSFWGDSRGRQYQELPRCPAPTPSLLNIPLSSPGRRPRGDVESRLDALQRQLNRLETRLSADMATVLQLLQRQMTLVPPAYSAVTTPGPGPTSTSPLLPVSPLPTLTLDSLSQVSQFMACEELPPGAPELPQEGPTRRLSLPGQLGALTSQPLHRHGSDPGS
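U2OS cells transduced with wild-type KCNH2 virus are loaded with FluxOr dye for 45 min, and thallium flux is measured in kinetic reads before and after stimulation buffer. Rate constants are normalized to DMSO controls.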
* = called active by the depositor; i = inactive; ? = inconclusive; . = no result given; [ ] = another dose, or the depositor's remark. Unless noted, the call rests on the fitted dose curve; in most records, active means well fitted curve in the direction sought with a large enough effect; inconclusive means small, poorly fitted or top-dose-only effect, or another doubt; inactive means no such curve, though single readings can be large; an effect the other way counts as inactive or inconclusive. Unless noted, on the % scale 0 is the no-effect control and ±100 the full control effect.

Start of the data: the first two records, ahead of the listing:
Order of values: Eya2 phos inh	PKM2 act	Coupling enz	GALK inhibitor	KCNH2 3.1 inh	USP2a block	B2AR arrestin	BCR signal inh	Giardia kill	uPA generation	hERG WT inh
> COc1ccc(N=C2S/C(=C\c3ccc(OCC(=O)O)cc3)C(=O)N2CCc2c[nH]c3ccccc23)cc1
  -15%	2.8µM*	3	2%	2	-13%	-0.2%	1%	5	2%	-25
> CN(C)S(=O)(=O)c1ccc(C(=O)Nc2cc(S(=O)(=O)Nc3ccccc3Cl)ccc2N2CCCCC2)cc1
  0%	-2%	1	3%	-4	-10%	-1.0%	3%	9	0%	0

The whole of this part, previewed entries included:
Order of values: Eya2 phos inh	PKM2 act	Coupling enz	GALK inhibitor	KCNH2 3.1 inh	USP2a block	B2AR arrestin	BCR signal inh	Giardia kill	uPA generation	hERG WT inh
> COc1ccc(N=C2S/C(=C\c3ccc(OCC(=O)O)cc3)C(=O)N2CCc2c[nH]c3ccccc23)cc1
  -15%	2.8µM*	3	2%	2	-13%	-0.2%	1%	5	2%	-25
> CN(C)S(=O)(=O)c1ccc(C(=O)Nc2cc(S(=O)(=O)Nc3ccccc3Cl)ccc2N2CCCCC2)cc1
  0%	-2%	1	3%	-4	-10%	-1.0%	3%	9	0%	0
> Cc1noc(C(=O)N(C)c2ccccc2)c1Cl
  -28%	.	0	-2%	26	1%	0.3%	?	37[activator]	-2%	32
> CCCCOc1cccc(C(=O)Nc2ccccc2N2CCCC2)c1
  -10%	.	-1	0%	-23	-11%	0.0%	-1%	-28	-2%	2
> O=S(=O)(Nc1ccc2ccccc2c1)c1ccccc1
  -5%	3%	-12	1%	-5	1%	-0.7%	2%	5	16%	-3
> CCN1CCN(c2cc(C)c3cc(NC(=O)CCC(=O)N4CCN(c5ccccc5)CC4)ccc3n2)CC1
  0%	-1%	-1	0%	-21	2%	0.5%	0%	26	-4%	4
> Cc1ccc([N+](=O)[O-])cc1NC(=O)C(Sc1ccccc1)c1ccccc1 (stereo not given)
  1%	0%	0	.	-16	0%	-0.7%	2%	-5	-1%	28
> Cc1ccccc1N1CCN(C2=NC(=O)/C(=C/c3cn[nH]c3-c3ccccc3)S2)CC1
  -4%	-3%	4	1%	-5	1%	-0.6%	-7%	0	3%	-10
> CCN1CCN(C(=O)c2ccccc2NS(=O)(=O)c2ccc(Cl)cc2)CC1
  -1%	-10%	0	0%	-6	2%	-0.2%	3%	-12	.	28
> CCN(CC)c1ccc(C(=O)Nn2cnc3ccccc3c2=O)cc1
  9%	.	-1	-1%	-11	1%	-0.5%	-2%	6	2%	-3

Only BCR signal inh, for some of the entries so far:
Compound	BCR signal inh
CCN1CCN(C(=O)c2ccccc2NS(=O)(=O)c2ccc(Cl)cc2)CC1	3%
Cc1noc(C(=O)N(C)c2ccccc2)c1Cl	?
CCN1CCN(c2cc(C)c3cc(NC(=O)CCC(=O)N4CCN(c5ccccc5)CC4)ccc3n2)CC1	0%

Later entries.
Order of values: Eya2 phos inh	PKM2 act	Coupling enz	GALK inhibitor	KCNH2 3.1 inh	USP2a block	B2AR arrestin	BCR signal inh	Giardia kill	uPA generation	hERG WT inh
> CC1Cc2ccccc2N1C(=O)CN1CCN(S(=O)(=O)c2cccs2)CC1 (stereo not given)
  2%	.	.	.	-3	-1%	-0.1%	-5%	8	-4%	2
> Cc1nn(C)cc1S(=O)(=O)N1CCCC(C(=O)O)C1 (stereo not given)
  3%	-23%	2	4%	8	1%	-0.3%	15%	0	2%	3
> COc1ccc(OCC(=O)Nc2ccc(N3CCN(Cc4ccccc4F)CC3)cc2)cc1
  2%	.	1	.	-21	0%	-0.1%	2%	6	14%	2
> O=C(CSc1ccc2nnc(CCNS(=O)(=O)c3ccccc3)n2n1)Nc1nc2ccccc2s1
  -10%	4%	1	-3%	-7	1%	-0.4%	?	1	-9%	2
> O=C(Cn1ccc2ccccc2c1=O)NCC(=O)N1CCN(c2ccccc2F)CC1
  -2%	1%	2	0%	-8	-1%	4.4%	-8%	10	0%	-5
> CC(=O)N1CCCc2cc(S(=O)(=O)N3CCCC(C(=O)NCc4ccccc4Cl)C3)ccc21 (stereo not given)
  8%	4%	2	7%	-21	0%	-0.9%	0%	-8	0%	-5
> CCn1c(=O)n(CCOC)c(=O)c2c3c(sc21)CCCC3
  3%	1%	6	0%	8	0%	5.9%	?	20	1%	3
> Cc1cccc(CC2CC(=O)N(c3ncccn3)C2=O)c1 (stereo not given)
  9%	1%	0	0%	-2	0%	-0.1%	-2%	-13	12%	3
> COc1ccccc1C(=O)NCC(=O)OCCCOC(=O)CNC(=O)c1ccccc1OC
  3%	-11%	.	-2%	1	-3%	-0.6%	-4%	4	7%	30
> O=C(N/N=C/c1ccc[nH]1)c1ccc(Cl)cc1
  5%	10%	2	.	7	0%	-0.8%	?	-6	-10%	8

Going on with the list.
mol,Eya2 phos inh,PKM2 act,Coupling enz,GALK inhibitor,KCNH2 3.1 inh,USP2a block,B2AR arrestin,BCR signal inh,Giardia kill,uPA generation,hERG WT inh
COc1ccc(N2C(=O)N[C@@H](Cc3ccccc3)C2=O)cc1OC,4%,.,5,.,-2,4%,-0.2%,-1%,4,13%,-3
CCN(CC(=O)NCc1cccs1)S(=O)(=O)c1ccccc1Cl,-9%,.,.,.,-1,2%,0.3%,?,-9,5%,4
O=C(/C=C/c1ccc(Cl)cc1)OCC(=O)c1ccc[nH]1,12%,.,.,.,2,0%,-0.2%,3%,-1,10%,3
CC1(C)CC(NS(=O)(=O)c2ccc3ccccc3c2)CC(C)(C)N1,3%,-8%,-1,0%,2,0%,-0.8%,-15%,-5,3%,11
CCC(C)n1c(SCC(=O)NC2CCS(=O)(=O)C2)nc2ccccc2c1=O (stereo not given),5%,.,.,.,-6,0%,-2.7%,0%,11,17%,6
CCOC(=O)CCC(NC(=O)CC(=O)NC(CCC(=O)OCC)C(=O)OCC)C(=O)OCC (stereo not given),-7%,6%,3,-2%,-1,7%,-0.6%,12%,10,-23%,-7
Cc1ccc(N(CC(=O)Nc2c(C)n(C)n(-c3ccccc3)c2=O)S(C)(=O)=O)c(C)c1,-7%,6%,-3,0%,11,2%,-0.1%,4%,-10,18%,.
NNS(=O)(=O)c1ccc(N2CCCC2=O)c([N+](=O)[O-])c1,6%,-1%,-1,-1%,-1,-2%,0.1%,4%,-8,7%,8
Cc1ccc2c(CN(C)Cc3ccc(Cl)cc3)cc(=O)oc2c1,1%,-4%,1,-2%,-1,-3%,0.2%,0%,-9,-1%,0
CN(CC(=O)Nc1ccccc1Cl)C(=O)c1ccccc1Sc1ccccc1C#N,21%,.,.,.,9,4%,-0.5%,0%,-13,-4%,-9
N#Cc1ccccc1CSc1nnc(Cc2ccccc2)o1,3%,2%,-2,1%,11,0%,0.1%,0%,23,2%,i
CCOc1ccc(CCNC(=O)CCNS(=O)(=O)c2ccc(Br)cc2)cc1OCC,-18%,-8%,.,1%,1,0%,-0.3%,-7%,0,5%,-14
Cc1ccccc1C(=O)N1CCC(C(=O)Nc2ccccc2Cl)CC1,6%,5%,.,-1%,-4,0%,-0.2%,0%,-22,10%,-35
C=C(C)CNC(=S)NNC(=O)c1ccncc1,-1%,-2%,1,4%,5,4%,-0.1%,-2%,0,0%,18
COc1cccc(C(=O)OCCN(C)C(C)(C)C)c1,3%,-3%,3,2%,.,-1%,0.1%,?,.,.,.
COc1cccc(/C=C2/SC(=S)N(CC(=O)Nc3nnc(C)s3)C2=O)c1,2%,4%,-3,.,12,2%,-2.3%,1%,?,11%,-3
O=C(Oc1ccc(Cl)cc1)N1CCCCC1,5%,-4%,1,0%,12,-4%,0.1%,?,-15,1%,12
CN(C(=S)Nc1ccc(F)cc1)C(c1ccccc1)c1ccccc1,4%,.,-2,0%,9,2%,-0.7%,?,21,-2%,5

Screening results: PubChem, National Center for Advancing Translational Sciences (NCATS)
